High-throughput results deposited in PubChem by several laboratories.
Neddyl block = cullin neddylation inhibition | P61081+Q13564 | TR-FRET cullin neddylation, biochemical | calls only at 25 µM | 360,000 tested, 0.58% active | AID 651699; in the data active = inhibition above about 36%
FAS TE block = blocks the thioesterase domain of human fatty acid synthase. 360,000 tested, 0.67% active. AID 602261. recombinant FAS-TE, OMFH fluorogenic substrate, fluorescence endpoint. inhibition, % at 15 µM;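 active = compounds whose normalised, plate-corrected inhibition of enzyme fluorescence in the single-dose primary screen is 50% or more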;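 also: 0% = DMSO with enzyme and 100% = substrate without enzyme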
Rin1 Abl inh = inhibitors of human Rin1-Abl protein interaction. P00519+Q13671. TR-FRET Rin1/Abl binding, biochemical. inhibition, % at 7.35 µM. 360,000 tested, 0.4% active; in the data active = inhibition above about 5%, passing the limit was not always enough
MT1-MMP act inh = MT1-MMP (human) activation inhibition. P50281. HT1080 RFP-PRO-GFP cells, GFP/RFP ratio fluorescence, overnight; percent of plate control window, DMSO zero. GFP/RFP ratio change, % at 20 µM. 360,000 tested, 0.061% active. AID 651647;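 active = GFP/RFP ratio change of at least 30% with cell ATP level not reduced by more than half and red fluorescence within 50% of control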; also: strong numbers were not always called active
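Assay system: HT1080 cells carrying an RFP-PRO-GFP reporter | Dosing: Single dose of 20 µM compound, 1% DMSO final | Incubation: Cells overnight before dosing, compound overnight, 37 °C, 5% CO2 | Evaluation: GFP/RFP fluorescence ratio | Control set: DMSO and RFP-L50D-GFP cell wells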
eLon inh = inhibits E. coli Lon protease; P0A9M0; purified E. coli Lon protease, fluorescence polarization; inhibition, % at 7.94 µM; 360,000 tested, 0.42% active; in the data active = inhibition above about 13%, passing the limit was not always enough;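 also: 0% = enzyme with probe and DMSO and 100% = no enzyme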
Target sequence (P0A9M0 whole entry, looked up): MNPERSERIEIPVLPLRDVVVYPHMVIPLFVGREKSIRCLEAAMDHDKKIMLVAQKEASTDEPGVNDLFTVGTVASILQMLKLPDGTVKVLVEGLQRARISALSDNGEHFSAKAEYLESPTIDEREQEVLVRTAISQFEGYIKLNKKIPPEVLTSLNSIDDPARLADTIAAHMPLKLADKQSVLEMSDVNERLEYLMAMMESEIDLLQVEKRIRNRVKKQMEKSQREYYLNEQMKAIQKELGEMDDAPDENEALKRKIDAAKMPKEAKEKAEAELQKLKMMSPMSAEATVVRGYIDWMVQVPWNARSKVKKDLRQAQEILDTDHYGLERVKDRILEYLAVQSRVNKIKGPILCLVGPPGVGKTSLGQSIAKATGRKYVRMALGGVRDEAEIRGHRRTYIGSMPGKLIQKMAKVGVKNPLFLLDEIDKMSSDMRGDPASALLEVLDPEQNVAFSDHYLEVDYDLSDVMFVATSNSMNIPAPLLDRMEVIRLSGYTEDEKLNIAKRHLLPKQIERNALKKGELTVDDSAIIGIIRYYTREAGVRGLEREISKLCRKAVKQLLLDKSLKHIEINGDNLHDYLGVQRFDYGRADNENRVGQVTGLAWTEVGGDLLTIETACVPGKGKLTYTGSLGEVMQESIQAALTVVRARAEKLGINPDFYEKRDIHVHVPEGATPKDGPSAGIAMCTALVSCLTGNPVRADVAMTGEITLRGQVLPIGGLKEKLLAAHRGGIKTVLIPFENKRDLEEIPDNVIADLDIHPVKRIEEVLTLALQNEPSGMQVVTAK
CendR NRP1 mod = alters CendR peptide binding to human NRP-1; inhibition, % at 25 µM; FAM-RPARPAR peptide binding to NRP-1, fluorescence polarization; 360,000 tested, 0.85% active; AID 602438; O14786;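 active = inhibition or corrected inhibition above about 18%, plus a signal ratio from 0.5 to 1.5, limit read from the data, passing the limit was not always enough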; also: strong numbers were not always called active
PABP1 MLLE inh = inhibitors of microRNA-mediated deadenylation, human PABP1 MLLE binding; P11940; GST-MLLE / FITC-PAM2 fluorescence polarization; inhibition, % at 20 µM; 360,000 tested, 0.36% active; AID 588489; in the data active = inhibition above about 35%, passing the limit was not always enough;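 also: plate controls were DMSO wells with GST-MLLE for no effect and wells lacking GST-MLLE protein for full effect; some results filed as inactive read as strong as hits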
MsrA act = activators of bovine methionine sulfoxide reductase A. purified bovine MsrA, absorbance read-out. activation, % at 10.6 µM. 360,000 tested, 0.3% active; in the data active = activation above about 7.5%;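 also: 0% = vehicle and 100% = reference activator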
SKN-1 block = C. elegans SKN-1 inhibition; 360,000 tested, 0.49% active; inhibition, % at 21.8 µM; AID 624304; C. elegans VP596 Pgst-4::GFP/RFP ratio, acrylamide-induced, 24 h;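 active = interference check ratio from 0.5 to 1.5 plus GFP to RFP signal ratio inhibition reaching or exceeding a fixed threshold, cut at about 30% in these data, passing the limit was not always enough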; also: some compounds called inactive have numbers as strong as hits
* = called active by the depositor. Outcome played no part in choosing rows; 4% or so of the library scored in one or more.

What do the screens show for `COc1cccc(-n2c(=S)[nH]c3c(oc4ccccc43)c2=O)c1`?
Neddyl block: inactive; FAS TE block: -4; Rin1 Abl inh: -5; MT1-MMP act inh: 1; eLon inh: -6; CendR NRP1 mod: -6; PABP1 MLLE inh: 13; MsrA act: -2; SKN-1 block: -4

What do the screens show for `CCOC(=O)N1CCN(C(=O)c2ccc3c(c2)sc2nc(-c4ccccc4)cn23)CC1`?
Neddyl block: inactive; FAS TE block: 3; Rin1 Abl inh: 1; MT1-MMP act inh: 1; eLon inh: -11; CendR NRP1 mod: -10; PABP1 MLLE inh: 16; MsrA act: 3; SKN-1 block: 12

How did O=C(CCCn1c(=S)[nH]c2ccccc2c1=O)N1CCN(c2cccc(Cl)c2)CC1 do in these assays?
Neddyl block: inactive; FAS TE block: 46; Rin1 Abl inh: 3; MT1-MMP act inh: -4; eLon inh: -8; CendR NRP1 mod: -1; PABP1 MLLE inh: -66; MsrA act: 1; SKN-1 block: -3

How did Cc1ccc(-n2nc(C(=O)O)cc2-c2ccccc2Cl)cc1 do in these assays?
Neddyl block: inactive; FAS TE block: -5; Rin1 Abl inh: -2; MT1-MMP act inh: 0; eLon inh: 5; CendR NRP1 mod: -4; PABP1 MLLE inh: -6; MsrA act: -1; SKN-1 block: 13

How did COCCCNCCOCCOc1ccccc1-c1ccccc1 do in these assays?
Neddyl block: inactive; FAS TE block: -8; Rin1 Abl inh: -3; MT1-MMP act inh: 3; eLon inh: -4; CendR NRP1 mod: 4; PABP1 MLLE inh: -5; MsrA act: -1; SKN-1 block: 7

What do the screens show for `COc1ccccc1CCNC(=O)C(=O)NCCC1CCCCN1S(=O)(=O)c1ccccc1` (configuration not stated)?
Neddyl block: inactive; FAS TE block: 16; Rin1 Abl inh: 6; MT1-MMP act inh: -6; eLon inh: -8; CendR NRP1 mod: 11; PABP1 MLLE inh: 4; MsrA act: 0; SKN-1 block: 17

What do the screens show for `COc1ccc(NC(=O)c2oc3ccccc3c2NC(=O)c2ccc3c(c2)OCO3)cc1`?
Neddyl block: active; FAS TE block: 37; Rin1 Abl inh: 0; MT1-MMP act inh: -8; eLon inh: 3; CendR NRP1 mod: 4; PABP1 MLLE inh: 0; MsrA act: -3; SKN-1 block: 0

What do the screens show for `CCN(CC)c1ccc(N=Cc2ccc([N+](=O)[O-])o2)cc1`?
Neddyl block: inactive; FAS TE block: -18; Rin1 Abl inh: 3; MT1-MMP act inh: 6; eLon inh: -7; CendR NRP1 mod: -13; PABP1 MLLE inh: -17; MsrA act: -7; SKN-1 block: 10

What do the screens show for `O=C(NC(=S)Nc1cc(C(F)(F)F)ccc1N1CCOCC1)c1sc2ccccc2c1Cl`?
Neddyl block: inactive; FAS TE block: 26; Rin1 Abl inh: -10; MT1-MMP act inh: 4; eLon inh: 3; CendR NRP1 mod: -8; PABP1 MLLE inh: 24; MsrA act: -3; SKN-1 block: -3

Results for O=C1[C@@H]2Cc3c([nH]c4ccccc34)C(c3ccc([N+](=O)[O-])cc3)N2C(=O)CN1C1CC1 (some centres not stated) ?
Neddyl block: inactive; FAS TE block: 37; Rin1 Abl inh: 3; MT1-MMP act inh: -19; eLon inh: 4; CendR NRP1 mod: 3; PABP1 MLLE inh: 12; MsrA act: -3; SKN-1 block: 14

Results for CCN1CCN(CC(=O)Nc2ccc3c(c2)OCO3)C(=O)C1=O ?
Neddyl block: inactive; FAS TE block: -5; Rin1 Abl inh: 2; MT1-MMP act inh: 1; eLon inh: 10; CendR NRP1 mod: -4; PABP1 MLLE inh: 2; MsrA act: 0; SKN-1 block: 10

Results for CCNc1nc(N)nc(-c2cc(Cl)ccc2OC)n1 ?
Neddyl block: inactive; FAS TE block: -9; Rin1 Abl inh: -2; MT1-MMP act inh: -4; eLon inh: -13; CendR NRP1 mod: -9; PABP1 MLLE inh: 2; MsrA act: -2; SKN-1 block: -7

What do the screens show for `O=[N+]([O-])c1ccccc1/C=N/Nc1nnc(-c2ccccc2)c(-c2ccccc2)n1`?
Neddyl block: inactive; FAS TE block: -1; Rin1 Abl inh: -2; MT1-MMP act inh: 2; eLon inh: -13; CendR NRP1 mod: -2; PABP1 MLLE inh: -6; MsrA act: -2; SKN-1 block: 16

Results for CC(C)C(=O)NCCSc1c[nH]c2ccccc12 ?
Neddyl block: inactive; FAS TE block: -10; Rin1 Abl inh: 0; MT1-MMP act inh: 3; eLon inh: 2; CendR NRP1 mod: -4; PABP1 MLLE inh: 15; MsrA act: -2; SKN-1 block: -2

What do the screens show for `COC(=O)c1ccc(NC(=O)CSc2nncc3ccc(OC)c(OC)c23)cc1`?
Neddyl block: inactive; FAS TE block: -13; Rin1 Abl inh: -12; MT1-MMP act inh: -1; eLon inh: -1; CendR NRP1 mod: -7; PABP1 MLLE inh: 5; MsrA act: -4; SKN-1 block: 2

What do the screens show for `O=C(NCCO)C(=O)Nc1cc2c3c(c1)CCC(=O)N3CCC2`?
Neddyl block: inactive; FAS TE block: -8; Rin1 Abl inh: 1; MT1-MMP act inh: 0; eLon inh: -11; CendR NRP1 mod: -4; PABP1 MLLE inh: 12; MsrA act: -3; SKN-1 block: 13

What do the screens show for `COc1ccc(CNS(=O)(=O)c2c(C(=O)N3CCCCCC3)c(C)n(C)c2C)cc1`?
Neddyl block: inactive; FAS TE block: -4; Rin1 Abl inh: 1; MT1-MMP act inh: 3; eLon inh: 4; CendR NRP1 mod: 12; PABP1 MLLE inh: 21; MsrA act: -2; SKN-1 block: -5

How did COc1cc(C2(O)CCCCC2C)cc(OC)c1OC (configuration not stated) do in these assays?
Neddyl block: inactive; FAS TE block: -10; Rin1 Abl inh: 1; MT1-MMP act inh: 15; eLon inh: 0; CendR NRP1 mod: 6; PABP1 MLLE inh: -3; MsrA act: 4; SKN-1 block: 13

How did COc1cccc(CN(C)C(=O)C2CCN(S(=O)(=O)c3cccs3)CC2)c1OC do in these assays?
Neddyl block: inactive; FAS TE block: -3; Rin1 Abl inh: 4; MT1-MMP act inh: -3; eLon inh: -3; CendR NRP1 mod: -6; PABP1 MLLE inh: 7; MsrA act: 3; SKN-1 block: 6

How did CN1CCN(S(=O)(=O)c2ccc(NC(=S)NC(=O)C3CCCCC3)cc2)CC1 do in these assays?
Neddyl block: inactive; FAS TE block: 1; Rin1 Abl inh: 3; MT1-MMP act inh: 0; eLon inh: -1; CendR NRP1 mod: 3; PABP1 MLLE inh: 24; MsrA act: -2; SKN-1 block: -14

What do the screens show for `COC(=O)c1ccc(Cn2cc(/C=C\[N+](=O)[O-])c3ccccc32)o1`?
Neddyl block: inactive; FAS TE block: -15; Rin1 Abl inh: -4; MT1-MMP act inh: -6; eLon inh: -10; CendR NRP1 mod: 0; PABP1 MLLE inh: 2; MsrA act: -5; SKN-1 block: -21

How did O=C1c2cccc3cc([N+](=O)[O-])cc(c23)C(=O)N1CC1CCCO1 (configuration not stated) do in these assays?
Neddyl block: inactive; FAS TE block: 5; Rin1 Abl inh: -9; MT1-MMP act inh: -31; eLon inh: 14; CendR NRP1 mod: -7; PABP1 MLLE inh: 9; MsrA act: -4; SKN-1 block: 0

Results for O=C(c1ccc2nc(N3CCCCC3)sc2c1)N1CCN(Cc2ccc3c(c2)OCO3)CC1 ?
Neddyl block: inactive; FAS TE block: 6; Rin1 Abl inh: 4; MT1-MMP act inh: -1; eLon inh: -3; CendR NRP1 mod: -9; PABP1 MLLE inh: 14; MsrA act: -1; SKN-1 block: -13

How did CCOc1ccc(NC(=O)c2nsc(Cl)c2Cl)cc1 do in these assays?
Neddyl block: inactive; FAS TE block: 15; Rin1 Abl inh: 0; MT1-MMP act inh: 4; eLon inh: -4; CendR NRP1 mod: -6; PABP1 MLLE inh: 12; MsrA act: -2; SKN-1 block: 31

How did CCOC(=O)C1CCN(S(=O)(=O)c2ccc3c(c2)CC(=O)N3C)CC1 do in these assays?
Neddyl block: inactive; FAS TE block: -2; Rin1 Abl inh: 0; MT1-MMP act inh: 0; eLon inh: 0; CendR NRP1 mod: 3; PABP1 MLLE inh: -125; MsrA act: -5; SKN-1 block: 11

What do the screens show for `COc1ccc([C@@H]2CC=C(C(=O)O)[C@H](c3ccc(Cl)cc3)N2S(=O)(=O)c2ccc(Cl)cc2)cc1`?
Neddyl block: inactive; FAS TE block: 5; Rin1 Abl inh: 3; MT1-MMP act inh: -4; eLon inh: -1; CendR NRP1 mod: -5; PABP1 MLLE inh: -8; MsrA act: -6; SKN-1 block: 3

How did Cc1cc(-c2nnc(CCC(=O)NCc3ccc(OC(F)(F)F)cc3)o2)no1 do in these assays?
Neddyl block: inactive; FAS TE block: -5; Rin1 Abl inh: 2; MT1-MMP act inh: 7; eLon inh: -7; CendR NRP1 mod: 0; PABP1 MLLE inh: -19; MsrA act: -2; SKN-1 block: -2

What do the screens show for `COc1ccc(N2C(=O)C3CCCN3C2c2cc(OC)c(OC)cc2OC)cc1` (configuration not stated)?
Neddyl block: inactive; FAS TE block: -1; Rin1 Abl inh: -2; MT1-MMP act inh: 0; eLon inh: -2; CendR NRP1 mod: 12; PABP1 MLLE inh: -6; MsrA act: -3; SKN-1 block: 13

What do the screens show for `CCO[C@H]1C[C@@H](c2ccc(CC)cc2)N(S(=O)(=O)c2ccc(C)cc2)C2CC(c3ccc(CC)cc3)N(S(=O)(=O)c3ccc(C)cc3)CC21` (some centres not stated)?
Neddyl block: inactive; MT1-MMP act inh: 1; CendR NRP1 mod: 10; SKN-1 block: 6

How did Cc1ccc(S(=O)(=O)NC2CCOC(C)(C)C2)cc1 (configuration not stated) do in these assays?
Neddyl block: inactive; FAS TE block: -6; Rin1 Abl inh: 2; MT1-MMP act inh: -1; eLon inh: -11; CendR NRP1 mod: 5; PABP1 MLLE inh: 17; MsrA act: -6; SKN-1 block: -1

How did CCCc1nc(NC(C)=O)c(C#N)c(-c2ccco2)c1CC do in these assays?
Neddyl block: inactive; FAS TE block: -7; Rin1 Abl inh: -3; MT1-MMP act inh: -3; eLon inh: -6; CendR NRP1 mod: -18; PABP1 MLLE inh: -4; MsrA act: -3; SKN-1 block: 5

What do the screens show for `N/C(Cc1ccc(Cl)cc1)=N\OC(=O)c1ccc2ccccc2c1`?
Neddyl block: inactive; FAS TE block: 0; Rin1 Abl inh: -1; MT1-MMP act inh: 1; eLon inh: -6; CendR NRP1 mod: 6; PABP1 MLLE inh: 1; MsrA act: -3; SKN-1 block: 6

Gathered by group, the compounds so far with a thiophene ring, fused or not.
What do the screens show for `O=C(NC(=S)Nc1cc(C(F)(F)F)ccc1N1CCOCC1)c1sc2ccccc2c1Cl`?
Neddyl block: inactive; FAS TE block: 26; Rin1 Abl inh: -10; MT1-MMP act inh: 4; eLon inh: 3; CendR NRP1 mod: -8; PABP1 MLLE inh: 24; MsrA act: -3; SKN-1 block: -3

How did COc1cccc(CN(C)C(=O)C2CCN(S(=O)(=O)c3cccs3)CC2)c1OC do in these assays?
Neddyl block: inactive; FAS TE block: -3; Rin1 Abl inh: 4; MT1-MMP act inh: -3; eLon inh: -3; CendR NRP1 mod: -6; PABP1 MLLE inh: 7; MsrA act: 3; SKN-1 block: 6

Filtered by structure, the entries above containing a COOH group (2)
How did Cc1ccc(-n2nc(C(=O)O)cc2-c2ccccc2Cl)cc1 do in these assays?
Neddyl block: inactive; FAS TE block: -5; Rin1 Abl inh: -2; MT1-MMP act inh: 0; eLon inh: 5; CendR NRP1 mod: -4; PABP1 MLLE inh: -6; MsrA act: -1; SKN-1 block: 13

What do the screens show for `COc1ccc([C@@H]2CC=C(C(=O)O)[C@H](c3ccc(Cl)cc3)N2S(=O)(=O)c2ccc(Cl)cc2)cc1`?
Neddyl block: inactive; FAS TE block: 5; Rin1 Abl inh: 3; MT1-MMP act inh: -4; eLon inh: -1; CendR NRP1 mod: -5; PABP1 MLLE inh: -8; MsrA act: -6; SKN-1 block: 3
